LGR2 antag: inhibitors of bursicon-induced Drosophila LGR2 receptor cAMP signaling; HEK293 LGR2, CRE-luciferase, bursicon-stimulated, 4 h; inhibition, % at 9.99 µM; 380,000 compounds, 0.35% hits; AID 720647;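 active = drop in luminescence signal, shown as inhibition above about 50% in the replicate tests, limit read from the data, passing the limit was not always enough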;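 note: agonist challenge used bursicon conditioned medium at about half maximal strength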
CASP6 VEID inh: inhibitors of human caspase-6; purified caspase-6, Z-VEID-R110 cleavage fluorescence; inhibition, % at 12.5 µM; 350,000 compounds, 0.53% hits; AID 686996;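 active = mean inhibition across replicates at least about 35%, with every replicate also reaching that limit, limit read from the data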;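 note: 0% = median of neutral control wells and 100% = no fluorescence left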
Target sequence (P55212 24-179 limits assumed): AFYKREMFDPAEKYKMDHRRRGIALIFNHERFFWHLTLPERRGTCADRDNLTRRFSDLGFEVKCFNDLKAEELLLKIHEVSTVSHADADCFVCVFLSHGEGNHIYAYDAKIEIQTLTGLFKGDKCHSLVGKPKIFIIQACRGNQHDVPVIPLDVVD
Target sequence (P55212 194-293 limits assumed): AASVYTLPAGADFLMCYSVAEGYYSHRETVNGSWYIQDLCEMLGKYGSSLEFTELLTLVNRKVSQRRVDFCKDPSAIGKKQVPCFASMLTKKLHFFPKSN
FN deposition inh: fibronectin deposition inhibition; 350,000 compounds, 0.086% hits; AH1F fibroblasts, Alexa488-fibronectin deposition fluorescence, overnight; AID 743247; inhibition, % at 12.6 µM;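 active = mean inhibition across replicates of 30% or more, regardless of how many single replicates reach that level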;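 note: positive control wells lacked labelled fibronectin entirely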
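material = AH1F fibroblast monolayer depositing Alexa488-labelled fibronectin into matrix | amount = 10000 AH1F cells/well | buffer or medium = DMEM plus 2% serum, read in PBS | incubation = 1 h cell adhesion before compound, then overnight fibronectin incubation | detection = fluorescence at 485 nm excitation, 525 nm emission | evaluation = percent inhibition as loss of matrix-bound fibronectin fluorescence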
S100A4 MyoIIA: inhibitors of human S100A4 binding to myosin IIA peptide | 360,000 compounds, 0.14% hits | S100A4/TAMRA-MyoIIA peptide fluorescence polarization | AID 652163 | P26447 | inhibition, % at 10.7 µM;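 active = mean inhibition of at least 70% across replicates, with every replicate also reaching that level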
Target sequence (P26447 whole entry, looked up): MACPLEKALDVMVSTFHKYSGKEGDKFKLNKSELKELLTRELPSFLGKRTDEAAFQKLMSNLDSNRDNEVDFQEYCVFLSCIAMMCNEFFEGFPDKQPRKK
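Compound dosing: one dose per compound; test system: human S100A4 monomer with TAMRA-labelled myosin IIA peptide; probe or stimulus: TAMRA-labelled myosin IIA heavy-chain peptide probe, 5 nM; medium: HEPES buffer with Ca2+, pH 7.2; schedule: 5 min incubation before reading; benchmarks: neutral control DMSO, positive control TFP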
esBAF inh: blocks esBAF chromatin remodeling in mouse ES cells. Bmi1-luciferase knock-in reporter, 24 h; 100% = twice the neutral-well signal. reporter increase, % at 12.5 µM. 350,000 compounds, 2% hits. AID 602393; in the data active = activation above about 40%;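 note: 0% = median of the plate's neutral control wells and 100% = double that signal; a rise in the Bmi1 reporter signal indicates esBAF inhibition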
C2C12 statin: suppression of simvastatin myotoxicity. 330,000 compounds, 0.78% hits. rescue of ATP level, % at 7.49 µM. C2C12 myotubes + simvastatin, ATP luminescence, 48 h; scaled: DMSO 0, geranylgeraniol control 100. AID 602340;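 active = mean ATP rescue above about 67%, or every replicate alone reaching that limit, limit read from the data, passing the limit was not always enough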;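 note: myotubes were challenged with 10 µM simvastatin during compound exposure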
SIRT5 block: inhibitors of human sirtuin-5 desuccinylase. Purified SirT5, succinyl-peptide AMC, trypsin-coupled fluorescence. 330,000 compounds, 1.1% hits. AID 652115. inhibition, % at 15 µM. Q9NXA8; in the data active = inhibition above about 15%
Target sequence (Q9NXA8 whole entry, looked up): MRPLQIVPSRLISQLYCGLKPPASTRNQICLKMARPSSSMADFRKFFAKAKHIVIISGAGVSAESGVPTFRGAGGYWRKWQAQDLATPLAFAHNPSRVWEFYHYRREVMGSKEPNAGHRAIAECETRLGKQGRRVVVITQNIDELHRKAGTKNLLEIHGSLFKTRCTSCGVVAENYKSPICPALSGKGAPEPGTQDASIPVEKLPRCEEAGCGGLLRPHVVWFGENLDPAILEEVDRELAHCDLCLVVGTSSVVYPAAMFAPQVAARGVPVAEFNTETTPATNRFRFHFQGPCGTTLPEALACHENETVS
* marks the source's active call; other numbers are inactive results. These rows are one share of the data, so the mix of outcomes need not match the whole.

For CN(C)S(=O)(=O)c1cccc(NC(=O)COC(=O)c2cccc(S(=O)(=O)N3CCc4ccccc4C3)c2)c1 the results were CASP6 VEID inh 0, FN deposition inh -5, S100A4 MyoIIA -2 and SIRT5 block 1.
`CN1CCN(c2ccccc2NC(=O)c2sc3ccccc3c2Cl)CC1` gave LGR2 antag -5, CASP6 VEID inh -5, FN deposition inh -8, S100A4 MyoIIA 0 and SIRT5 block -1.
Screening COc1ccc(S(=O)(=O)N(C)C[C@@H]2OCCCC[C@@H](C)Oc3ccc(NC(=O)C4CCCCC4)cc3C(=O)N([C@H](C)CO)C[C@@H]2C)cc1 returned LGR2 antag 5, CASP6 VEID inh 1, FN deposition inh 3, S100A4 MyoIIA -27, esBAF inh 2 and SIRT5 block 10.
`Cc1noc(C)c1NC(=O)N(C)C[C@@H]1Oc2ccc(NC(=O)Nc3ccc4c(c3)OCO4)cc2CC(=O)N([C@@H](C)CO)C[C@H]1C` gave LGR2 antag -1, CASP6 VEID inh 1, FN deposition inh -3, S100A4 MyoIIA -1, esBAF inh -3, C2C12 statin -9 and SIRT5 block 7.
Screening C[C@@H]1CN([C@H](C)CO)C(=O)c2c(c3ccccc3n2C)-c2ccccc2CO[C@H]1CN(C)C(=O)Nc1cccc(Cl)c1Cl returned LGR2 antag 7, CASP6 VEID inh 1, FN deposition inh 16, S100A4 MyoIIA 7 and SIRT5 block 3.
Cc1ccc(C)c(OCC(=O)NNC(=O)CCN2CCN(c3ccccc3)CC2)c1 was read as LGR2 antag -10, CASP6 VEID inh -4, FN deposition inh 3, S100A4 MyoIIA -4, esBAF inh 2, C2C12 statin -3 and SIRT5 block -1.
For C[C@H]1CN([C@@H](C)CO)C(=O)c2cc(C#CC3CC3)cnc2O[C@H]1CN(C)C(=O)Cc1ccccn1 the results were LGR2 antag 10, CASP6 VEID inh 3, S100A4 MyoIIA -5, esBAF inh -6, C2C12 statin 36 and SIRT5 block -3.
For CC(C)(C)OC(=O)N1CCC(NC(=O)c2[nH]cnc2C(=O)Nc2ccc(Br)cc2F)CC1 the results were LGR2 antag -12, CASP6 VEID inh -2, FN deposition inh 5, S100A4 MyoIIA -1, esBAF inh -4, C2C12 statin 11 and SIRT5 block -4.
COc1ccccc1NC(=O)CSc1nnnn1C1CCCC1 was read as LGR2 antag -9, FN deposition inh -7, S100A4 MyoIIA -6, esBAF inh -3, C2C12 statin -1 and SIRT5 block 0.
N#C/C(N=Nc1ccccc1O)=N\Nc1ccccc1O was read as LGR2 antag 5, CASP6 VEID inh 16, FN deposition inh 0, S100A4 MyoIIA -8, esBAF inh -65 and C2C12 statin 5.
`CC(C)Cc1nnc(NC(=O)CCC(=O)N2CCN(Cc3ccc(F)cc3)CC2)s1` gave LGR2 antag -6, CASP6 VEID inh -6, FN deposition inh -2, S100A4 MyoIIA 3, esBAF inh 8, C2C12 statin -6 and SIRT5 block -1.
Screening O=C(CCN1C(=O)CSc2ccccc21)Nc1ccc(C(F)(F)F)cc1 returned LGR2 antag 7, CASP6 VEID inh 0, FN deposition inh -29, S100A4 MyoIIA 2, esBAF inh 9, C2C12 statin -13 and SIRT5 block -2.
O=C(c1ccc(F)cc1)C1CCN(C(=S)Nc2ccccc2Cl)CC1 was read as LGR2 antag 2, CASP6 VEID inh -2, FN deposition inh -2, S100A4 MyoIIA 0, esBAF inh 2 and C2C12 statin 6.
`Cc1ccnc(Nc2nc3ccccc3o2)n1` gave LGR2 antag 54*, CASP6 VEID inh 2, FN deposition inh 5, S100A4 MyoIIA 2, esBAF inh -60, C2C12 statin -25 and SIRT5 block 1.
Cc1cccc(CCNC(=O)C2CCCN(S(=O)(=O)c3cccc4nsnc34)C2)c1 (stereo not given) was read as FN deposition inh -4, esBAF inh 2 and C2C12 statin 1.
For CCOC(=O)c1cn(CC(=O)Nc2ccc(OC)cc2OC)nn1 the results were LGR2 antag -5, CASP6 VEID inh -1, FN deposition inh 1, S100A4 MyoIIA -4 and SIRT5 block 1.
O=C(COC(=O)CNC(=O)C1CCCCC1)NCc1ccc(Cl)cc1 was read as LGR2 antag 8, CASP6 VEID inh -5, FN deposition inh 4, S100A4 MyoIIA -5, esBAF inh -2, C2C12 statin -12 and SIRT5 block -10.
For C=CC[N+]1(CC#CCOC(c2ccccc2)c2ccccc2)CCOCC1 the results were LGR2 antag 1, FN deposition inh 1, esBAF inh 1 and C2C12 statin 1.
OC1(c2ccccn2)COc2ccccc2O1 (stereo not given) was read as LGR2 antag -22, CASP6 VEID inh 1, FN deposition inh 3, S100A4 MyoIIA -2, esBAF inh 2 and C2C12 statin -3.
`COc1cccc(CC(=O)Nc2nc(-c3ccc(F)c(F)c3)cs2)c1` gave LGR2 antag -12, CASP6 VEID inh -3, FN deposition inh -6, S100A4 MyoIIA -5, esBAF inh 2, C2C12 statin 3 and SIRT5 block -2.
`O=[N+]([O-])c1ccc(CNC2CCCc3ccccc32)cc1` (stereo not given) gave LGR2 antag 15, CASP6 VEID inh 3, FN deposition inh 5, S100A4 MyoIIA -2 and SIRT5 block 0.
`CCCn1cnc2c(oc3ccccc32)c1=O` gave LGR2 antag -43, CASP6 VEID inh -2, FN deposition inh 0, S100A4 MyoIIA -2, esBAF inh 36, C2C12 statin -5 and SIRT5 block 0.
For CNC(=S)Nc1cc(S(=O)(=O)Nc2cc(Cl)ccc2Cl)ccc1N1CCCC1 the results were LGR2 antag 6, CASP6 VEID inh 2, FN deposition inh 5, S100A4 MyoIIA 1, esBAF inh 4, C2C12 statin -8 and SIRT5 block -4.
`O=c1c2c3c(sc2n(CCN2CCOCC2)c(=O)n1Cc1ccco1)CCCCC3` gave FN deposition inh -3, esBAF inh 3 and C2C12 statin 2.
COc1ccc(CN(C(=O)CCC(=O)Nc2cc(C)on2)C(C(=O)NC(C)(C)C)c2cccc(OC)c2OC)cc1 (stereo not given) was read as LGR2 antag -7, CASP6 VEID inh -1, FN deposition inh 2, S100A4 MyoIIA -17, esBAF inh -4, C2C12 statin 54 and SIRT5 block -2.
`Cc1nc(C(F)(F)F)ccc1C(=O)N1CCC1(C)C(=O)NS(C)(=O)=O` (stereo not given) gave LGR2 antag 7, CASP6 VEID inh -1, S100A4 MyoIIA 0, esBAF inh -6 and C2C12 statin 1.
`CSc1ccc(C(=O)C2CCCN(C(=O)c3cccc(N4CCOCC4)c3)C2)cc1` (stereo not given) gave CASP6 VEID inh 0, FN deposition inh -5, S100A4 MyoIIA 0, esBAF inh 5, C2C12 statin 2 and SIRT5 block 5.
Screening O=C(NCC(c1ccc(F)cc1)N1CCOCC1)c1ccc(-c2ccccc2)cc1 (stereo not given) returned LGR2 antag 10, CASP6 VEID inh 3, FN deposition inh 1, S100A4 MyoIIA -6, esBAF inh 2, C2C12 statin -2 and SIRT5 block 0.
Screening CC(C)CCN1C(=O)CCC1(C)C(=O)NC1CCCCCC1 (stereo not given) returned CASP6 VEID inh -1, S100A4 MyoIIA 9, esBAF inh -7, C2C12 statin 19 and SIRT5 block 1.
For O=C(c1cccc(S(=O)(=O)NCc2ccccc2)c1)N1CCN(c2ccc(F)cc2)CC1 the results were LGR2 antag -1, CASP6 VEID inh 5, FN deposition inh -3, S100A4 MyoIIA -3, esBAF inh 7, C2C12 statin -8 and SIRT5 block -1.
COCC(=O)N1CC2(C1)[C@@H](c1ccc(-c3ccc(F)cc3)cc1)[C@H](CO)N2C(=O)C1CC1 was read as LGR2 antag 6, CASP6 VEID inh 1, S100A4 MyoIIA 3 and SIRT5 block -1.
Screening C[C@@H]1CN([C@@H](C)CO)C(=O)c2cc(NC(=O)Nc3ccccc3)ccc2O[C@@H](C)CCCCO[C@@H]1CN(C)C returned LGR2 antag -4, CASP6 VEID inh 0, S100A4 MyoIIA -25, esBAF inh -2, C2C12 statin 8 and SIRT5 block -6.
CCCN1CCN(C2CCCCC2NS(=O)(=O)c2ccccc2)CC1 (stereo not given) was read as CASP6 VEID inh -1, S100A4 MyoIIA 0, esBAF inh 2, C2C12 statin 11 and SIRT5 block 0.
Screening O=C(Cc1n[nH]c(=O)c2ccccc12)N/N=C/c1cc2c(cc1Cl)OCO2 returned LGR2 antag 3, CASP6 VEID inh 3, FN deposition inh -4, S100A4 MyoIIA -1, esBAF inh 8, C2C12 statin -15 and SIRT5 block -1.
Nc1nnc2cc(Br)ccc2n1 was read as LGR2 antag -8, CASP6 VEID inh 1, FN deposition inh -16, S100A4 MyoIIA 4, esBAF inh 3 and C2C12 statin -1.
`C=CCNC(=O)c1cc2c(=O)n3cccc(C)c3nc2s1` gave LGR2 antag 2, CASP6 VEID inh 2, FN deposition inh -3, S100A4 MyoIIA -1, esBAF inh 9, C2C12 statin 1 and SIRT5 block -6.
For O=C(O)C[C@H]1C[C@H]2c3cc(NC(=O)Nc4ccccc4F)ccc3O[C@H]2[C@H](CO)O1 the results were LGR2 antag -3, CASP6 VEID inh 3, S100A4 MyoIIA -1, esBAF inh 7, C2C12 statin 5 and SIRT5 block -1.
Screening CN(CCOc1ccc(Cl)cc1)C(=O)c1cc([N+](=O)[O-])ccc1N1CCOCC1 returned LGR2 antag 5, CASP6 VEID inh 2, FN deposition inh 3, S100A4 MyoIIA -2, esBAF inh 1, C2C12 statin 10 and SIRT5 block 3.
Cc1ccc(NC(=O)COC(=O)Cn2cnc3ccccc32)c([N+](=O)[O-])c1 was read as LGR2 antag -10, CASP6 VEID inh 0, FN deposition inh 2, S100A4 MyoIIA 16, esBAF inh 0, C2C12 statin -25 and SIRT5 block 4.
`COC(=O)C1=C(N)Oc2c(oc(CO)cc2=O)C1c1ccc(F)cc1` (stereo not given) gave LGR2 antag 0, CASP6 VEID inh 0, FN deposition inh -6, S100A4 MyoIIA -5 and SIRT5 block 0.

Looked up one by one from above:
Screening CN(CCOc1ccc(Cl)cc1)C(=O)c1cc([N+](=O)[O-])ccc1N1CCOCC1 returned LGR2 antag 5, CASP6 VEID inh 2, FN deposition inh 3, S100A4 MyoIIA -2, esBAF inh 1, C2C12 statin 10 and SIRT5 block 3.
Screening O=C(Cc1n[nH]c(=O)c2ccccc12)N/N=C/c1cc2c(cc1Cl)OCO2 returned LGR2 antag 3, CASP6 VEID inh 3, FN deposition inh -4, S100A4 MyoIIA -1, esBAF inh 8, C2C12 statin -15 and SIRT5 block -1.
COCC(=O)N1CC2(C1)[C@@H](c1ccc(-c3ccc(F)cc3)cc1)[C@H](CO)N2C(=O)C1CC1 was read as LGR2 antag 6, CASP6 VEID inh 1, S100A4 MyoIIA 3 and SIRT5 block -1.

Continued.
Screening CN(C)S(=O)(=O)c1ccc(NC(=O)CCNC(=O)c2ccc([N+](=O)[O-])cc2)cc1 returned LGR2 antag 3, CASP6 VEID inh 1, FN deposition inh 6, S100A4 MyoIIA -12, esBAF inh -6, C2C12 statin 14 and SIRT5 block -4.
`CC(C)CC#Cc1ccc2c(c1)O[C@@H](CN(C)C(=O)c1cccnc1)[C@@H](C)CN([C@@H](C)CO)S2(=O)=O` gave LGR2 antag -16, CASP6 VEID inh 2, S100A4 MyoIIA 2, esBAF inh 8, C2C12 statin 38 and SIRT5 block -2.
Screening CN(C)c1ccc(CN(C(=O)/C=C/c2ccco2)C2CCS(=O)(=O)C2)cc1 (stereo not given) returned LGR2 antag 5, CASP6 VEID inh -2, FN deposition inh -3, S100A4 MyoIIA -2 and SIRT5 block -5.
For Cc1cc(O)cc(O)c1C(=O)Cc1cnn(-c2ccccc2)c1 the results were FN deposition inh 2, esBAF inh 23 and C2C12 statin -6.
Cc1cc(Cl)ccc1NC(=S)NCc1ccc(S(N)(=O)=O)cc1 was read as CASP6 VEID inh 3, FN deposition inh 0, S100A4 MyoIIA -4 and SIRT5 block -5.
CCC(=O)Nc1ccc2c(c1)OC[C@H](C)N(C(=O)CN(C)C)C[C@@H](C)[C@@H](OC)CN(C)C2=O was read as LGR2 antag 11, CASP6 VEID inh -3, FN deposition inh 2, S100A4 MyoIIA 44, esBAF inh -1, C2C12 statin -3 and SIRT5 block -2.

High-throughput results deposited in PubChem BioAssay by Broad Institute.
